Compound activity deposited in PubChem BioAssay by National Center for Advancing Translational Sciences (NCATS).
Pin1 inhibitor: qHTS Assay to Find Inhibitors of Pin1. Peptidyl-prolyl cis-trans isomerase NIMA-interacting 1 (Homo sapiens), Q13526. Pin1 FP peptide displacement, HiFluor488, 10 min. Potency, µM (top dose mostly 115 µM), inactives show at the highest dose activity, negative = inhibition, hits mostly inhibitors. hit rate 0.009% among 390,000; active = well fitted inhibition curve with a large enough effect in the polarisation, with a control signal flat, not every such curve was filed as active; inconclusive = small, poorly fitted or top-dose-only effect, or effect the other way, or a change in a side signal; inactive = no such curve, though single readings can be large or run the other way; the % refers to the polarisation
Target sequence (Q13526 whole entry, looked up): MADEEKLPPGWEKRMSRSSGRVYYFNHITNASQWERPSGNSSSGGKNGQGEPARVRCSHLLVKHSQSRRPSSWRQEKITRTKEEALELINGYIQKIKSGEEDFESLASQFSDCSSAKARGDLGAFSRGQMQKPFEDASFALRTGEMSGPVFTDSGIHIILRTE
An asterisk follows results filed as active; ? = inconclusive; & = joins results of further samples; [ ] = another dose, or the depositor's remark. % is scaled to controls: 0 for no effect and ±100 for the full control effect; potency is read from the fitted curve at half-maximal effect. An excerpt. The share of hits here may be higher or lower than overall.

Molecule,Pin1 inhibitor
Cc1ccc(NS(=O)(=O)c2cc3c(cc2N(C)C)CCC(=O)N3)cc1C,6%
Cc1ccc(NS(=O)(=O)c2cc3c(cc2/C=C/c2ccccc2)NC(=O)CO3)cc1C,?
N#Cc1ccc(N2CCN(S(=O)(=O)c3ccc4c(c3)CC(=O)N4)CC2)cc1,13%
O=C1CCc2cc(S(=O)(=O)Nc3ccccn3)ccc2N1,-9%
NCCC(=O)Nc1cccc(-c2nn3c(=O)cc(N4CCNCC4)nc3s2)c1,1%
NC(=O)C1CCN(c2nccc(-c3ccc4c(c3)OCCCO4)n2)CC1,0%
COc1cc(OC)cc(-c2nnc3n2N=C(c2ccc(OC)c(OC)c2)CS3)c1,8%
O=C(NCCc1nc2ccccc2n1CCO)C1CCCCC1,-5%
COc1ccccc1C1=Nn2c(nnc2-c2ccccc2C)SC1,-8%&-2%
COc1ccc(C(=O)O)cc1COc1ccc(NC(C)=O)cc1,0%
NC(=O)C1CCN(c2nc(-c3ccc4c(c3)OCCCO4)cs2)CC1,-9%
COc1cccc(Cn2ncc3c4sc(SC)cc4n(C)c3c2=O)c1,4%
CNC(=O)c1cnn2c(C)cc(C)nc12,0%
NC(=O)C1CCN(c2cc(-c3ccc4c(c3)OCCCO4)ncn2)CC1,0%
O=C(Nc1cccc(-c2nn3c(=O)cc(N4CCNCC4)nc3s2)c1)C1CCNCC1,-6%
O=S1(=O)N=C(Sc2cccc3cccnc23)c2ccccc21,-6%
CCCCNc1nc(C#N)nc(Nc2ccccc2)n1,-10%
CCOc1ccc(C2c3c(ncn(-c4ccccc4)c3=N)Oc3ccc4ccccc4c32)cc1OCC (stereo not given),?
COc1ccc(C2Cc3ccccc3C(=O)N2Cc2ccccc2)cc1COc1ccc(NC(C)=O)cc1 (stereo not given),46%[activator]
O=C1CCc2cc(S(=O)(=O)Nc3ccc4c(c3)OCCO4)ccc2N1,-2%
CN(C)c1cccc(N2CCN(c3nn4c(=O)c5ccccc5nc4s3)CC2)c1,3%
c1nc(N2CCC(N3CCCC3)CC2)c2cc(-c3ccc4c(c3)OCO4)ccc2n1,3%
CCOc1ccccc1-c1nnc2n1N=C(c1ccc(OC)cc1)CS2,0%
C[n+]1cc(C(O)(c2ccccc2)c2ccccc2)n2ccccc21,0%
O=C(OCC#CCSc1nnc(-c2cccc3ccccc23)o1)c1ccccc1F,-2%
COc1ccc(-c2nc3ccccc3c(=O)n2Cc2ccco2)cc1COc1ccc(NC(C)=O)cc1,40%[activator]
COc1cc(OC)cc(-c2nnc3n2N=C(c2ccccc2OC)CS3)c1,17%
COc1ccc(C2Nc3ccccc3C(=O)N2Cc2ccccc2)cc1COc1cccc(C)c1 (stereo not given),26%
Cc1cc2c(s1)c(/C=N/O)c(C(=O)NCc1ccccc1F)n2C,0%
CCC(=O)Nc1ccc(OCc2cc(C3Nc4ccccc4C(=O)N3Cc3ccccc3)ccc2OC)cc1 (stereo not given),22%
O=C(c1ccccc1)N1CCN(c2nc(-c3cccs3)nc3ccccc23)CC1,9%
NC(=O)C1CCN(c2ncc(-c3cccc(F)c3)s2)CC1,-3%
O=S(=O)(c1ccsc1)N1CCN(c2nc(-c3cccs3)nc3ccccc23)CC1,?
CN(C)c1cccc(-c2cnc(N3CCC(C(N)=O)CC3)nc2)c1,4%
COc1ccc(OC)c(C2=Nn3c(nnc3-c3ccccc3OC)SC2)c1,-9%
COc1ccc(S(=O)(=O)Nc2cc(OC)cc3cccnc23)cc1,1%
CCCCN1C(=O)c2ccccc2C1=O,-7%
COc1ccc(-c2ccc3ncnc(NCCc4cnc[nH]4)c3c2)cc1OC,3%
O=c1c2ccccc2nc2sc(Nc3ccc(Sc4ccccc4)cc3)nn12,35%&1%[activator]
Cc1ccc(Cl)cc1NS(=O)(=O)c1cc2c(cc1Cl)CCC(=O)N2,8%
N#Cc1nc(Nc2ccccc2)nc(NC2CCCC2)n1,-4%
CC(=O)Nc1ccccc1OC1=N[S+](=O)([O-])c2ccccc21,1%
CC(C)N1CCc2c(sc(N)c2-c2nc3ccccc3s2)C1,?
COc1cccc(C2c3c(ncn(-c4ccccc4Br)c3=N)Oc3ccc4ccccc4c32)c1 (stereo not given),18%
Cc1ccc2nsnc2c1S(=O)(=O)Nc1cccc2cccnc12,4%
O=C1OC(c2ccccc2)(c2ccccc2)N2CCN(C(=O)NCc3ccc(F)cc3)CC12 (stereo not given),8%&-6%
CCOc1ccccc1-c1nnc2n1N=C(c1cc(OC)cc(OC)c1)CS2,-7%
O=C(O)C1CCN(c2ncc(-c3ccc4c(c3)OCCCO4)s2)CC1,2%
c1coc(CCNc2ncnc3ccc(-c4ccc5c(c4)OCO5)cc23)c1,26%
Oc1ccc(Nc2ccccc2F)c2cccnc12,-12%
Cc1c(P(=S)(c2ccccc2)c2ccccc2)c2ccccc2n1CCCc1ccccc1,-3%
CCNc1cccc(S(=O)(=O)N2CCN(S(=O)(=O)c3ccc4c(c3)OCCO4)CC2)c1,-2%
CC(=O)Nc1sc2c(c1-c1nc(-c3ccccc3)cs1)CCN(C(C)C)C2,?
Nc1ccccc1OC1=NS(=O)(=O)c2ccccc21,-8%
CCCCN1C(=O)c2ccccc2NC1c1ccc(OC)c(COc2ccc(NC(C)=O)cc2)c1 (stereo not given),-1%
N=c1c2c(ccn1Cc1ccccc1)Oc1ccc3ccccc3c1C2c1ccccc1 (stereo not given),53%[activator]
N=c1c2c(ncn1-c1ccccc1)Oc1ccc3ccccc3c1C2c1ccc2c(c1)OCO2 (stereo not given),84%[activator]
COc1ccc(C2Nc3ccccc3C(=O)N2Cc2ccccc2)cc1COc1ccc(C(N)=O)cc1 (stereo not given),29%
CC(C)c1cc(C(C)C)c(S(=O)(=O)Nc2cccc3cccnc23)c(C(C)C)c1,1%
CC(=O)N1CCc2cc(S(=O)(=O)Nc3ccc(C)c(C)c3)ccc21,-5%

Remaining list, next part
Molecule,Pin1 inhibitor
O=C1c2ccccc2C(=O)N1c1cccc(=O)[nH]1,1%
CCN1CCN(C(=O)CCN(CC(C)C)c2nc(-c3cccs3)nc3ccccc23)CC1,-4%
CC(=O)Nc1sc2c(c1-c1ccco1)CCNC2,-20%
CC(C)Oc1cccc(-c2csc(N3CCC(C(N)=O)CC3)n2)c1,0%
O=S1(=O)N=C(Oc2ccccc2F)c2ccccc21,0%
Cc1csc(CNc2ncnc3cc(-c4ccc5c(c4)OCO5)ccc23)n1,13%
O=C(O)CNc1cccc(-c2nn3c(=O)cc(N4CCNCC4)nc3s2)c1,10%
COc1ccc(-c2nnc3n2N=C(c2c(OC)cccc2OC)CS3)cc1,1%
Cc1nc(C(C)Nc2ncnc3ccc(-c4ccc5c(c4)OCO5)cc23)cs1 (stereo not given),?
COc1cc(-c2ccc3ncnc(NCc4nc(C)cs4)c3c2)cc(OC)c1OC,-7%
CC(C)Nc1nc(C#N)nc(Nc2ccccc2)n1,2%
Cc1ccc(NC(=O)c2ccc3c(c2)CCC(=O)N3)cc1C,0%
COc1ccc(C2Nc3ccccc3C(=O)N2Cc2ccccn2)cc1COc1ccc(NC(C)=O)cc1 (stereo not given),1%
COc1ccc(C2=Nn3c(nnc3-c3cccc(OC)c3OC)SC2)c(OC)c1,-7%
Cc1c(P(=O)(c2ccccc2)c2ccccc2)c2ccccc2n1C,6%

The list goes on; the last 3 above are carried over.
Molecule,Pin1 inhibitor
COc1ccc(C2Nc3ccccc3C(=O)N2Cc2ccccn2)cc1COc1ccc(NC(C)=O)cc1 (stereo not given),1%
COc1ccc(C2=Nn3c(nnc3-c3cccc(OC)c3OC)SC2)c(OC)c1,-7%
Cc1c(P(=O)(c2ccccc2)c2ccccc2)c2ccccc2n1C,6%
COc1ccc(-c2nnc3n2N=C(c2c(OC)cccc2OC)CS3)cc1OC,4%
CN1CCN(c2cccc(CNc3nn4c(=O)c5ccccc5nc4s3)c2)CC1,-36%
COc1cccc(C2C(C#N)=C(NC(=O)NCc3ccccc3)Oc3ccc4ccccc4c32)c1 (stereo not given),17%
Cc1noc(C)c1-c1ccc2ncnc(NCc3cccn3C)c2c1,-5%
COc1ccc(CN2C(=O)c3ccccc3NC2c2ccc(OC)c(COc3ccc(NC(C)=O)cc3)c2)cc1 (stereo not given),6%
C#CCCC(=O)Nc1sc2c(c1-c1nc3ccccc3s1)CCNC2,?
COc1ccc(-c2nc3ccccc3n2Cc2ccccc2)cc1COc1ccc(NC(C)=O)cc1,14%
C/C=C\C1=CCCC1Nc1ncnc2ccc(-c3c(C)noc3C)cc12 (stereo not given),-6%
COc1cc(F)c(S(=O)(=O)N2CCN(S(=O)(=O)c3cccc(NC(C)=O)c3)CC2)c(F)c1,5%
O=C1CCc2cc(S(=O)(=O)Nc3cccc4ccccc34)ccc2N1,1%
CCc1ccc(NC(=O)c2cnn3c(C)cc(C)nc23)cc1,-4%
Cc1ccc(NS(=O)(=O)c2cc3c(cc2-c2ccsc2)NC(=O)CO3)cc1C,-6%
Cc1ccc(N2C(=O)c3ccccc3C2=O)c(C)c1,1%
COc1ccc(C2c3c(N)nc(CCCc4ccccc4)nc3Oc3ccc4ccccc4c32)cc1OC (stereo not given),20%
COc1cc2c(s1)c1cnn(Cc3ccccc3F)c(=O)c1n2C,?
N#Cc1nc(Nc2cc(F)cc(F)c2)c2ncn(CCCN3CCCC3)c2n1,7%
CCN(Cc1cccs1)c1ncnc2ccc(-c3ccc4c(c3)OCO4)cc12,-2%
CC(=O)Nc1sc2c(c1-c1nc3ccccc3s1)CCOC2,?
N=c1c2c(ccn1CCCc1ccccc1)Oc1ccc3ccccc3c1C2c1ccccc1 (stereo not given),32%[activator]
COc1cccc(C2c3c(ncn(-c4ccc(NC(C)=O)cc4)c3=N)Oc3ccc4ccccc4c32)c1 (stereo not given),18%
COc1ccc(-c2ccc3ncnc(N(C)Cc4csc(C)n4)c3c2)cc1OC,?
Cc1ccc(S(=O)(=O)Nc2cccc3ccc(C)nc23)cc1,?
COc1cc(NS(=O)(=O)c2cccc([N+](=O)[O-])c2)c2ncccc2c1,?
O=C(OCC#CCSc1nnc(-c2ccccc2Cl)o1)c1ccc(F)cc1,-1%
COc1ccc(C2Nc3ccccc3C(=O)N2Cc2ccccc2C)cc1COc1ccc(NC(C)=O)cc1 (stereo not given),8%
COc1cc(NS(=O)(=O)c2ccc([N+](=O)[O-])cc2)c2ncccc2c1,-9%
CCC(C)(CCN1CCOCC1)N(Cc1cc2ccccc2n(C)c1=O)C(=O)C1CCCCC1 (stereo not given),1%
CC(=O)Nc1ccc(OC2=NS(=O)(=O)c3ccccc32)cc1,1%
O=C(OCC#CCSc1nnc(-c2cccc3ccccc23)o1)c1ccc(Cl)c(C(F)(F)F)c1,0%
O=C1c2ccccc2C(=O)N1c1ccc2ccccc2n1,?
O=C1c2ccccc2C(=O)N1c1noc2ccccc12,2%
COc1ccc(C2c3c(n(CCCc4ccccc4)cnc3=N)Oc3ccc4ccccc4c32)cc1OC (stereo not given),0%
CN1CCN(c2ccc(Nc3nn4c(=O)c5ccccc5nc4s3)cc2)CC1,-34%
O=S(=O)(c1ccccc1)N1CCN(c2nc(-c3ccc(Br)cc3)cs2)CC1,-4%
COc1ccc(OC)c(C2=Nn3c(nnc3-c3ccc(OC)c(OC)c3)SC2)c1,0%
Nc1cccc(S(=O)(=O)N2CCN(S(=O)(=O)c3c(F)cccc3F)CC2)c1,-3%
COc1cc(-c2ccc3ncnc(NCCc4cnc[nH]4)c3c2)cc(OC)c1OC,7%
Cc1noc(C)c1-c1ccc2ncnc(NCc3ccc(C(F)(F)F)cc3)c2c1,?
Cc1ccc(NS(=O)(=O)c2cc3c(cc2-c2cn[nH]c2)NC(=O)CO3)cc1C,-9%
O=C(OCC#CCSc1nnc(-c2cccc3ccccc23)o1)c1ccsc1,3%
Cc1ccc(NS(=O)(=O)c2cc3c(cc2Cl)NC(=O)C3)cc1C,11%
Cc1ccc(CNc2ncnc3ccc(-c4ccc5c(c4)OCO5)cc23)o1,24%
COc1cccc(C2=Nn3c(nnc3-c3ccc(OC)c(OC)c3)SC2)c1,1%
O=C1CCc2cc([S+](=O)([O-])Nc3ccc(N[S+](=O)([O-])c4ccc5c(c4)CCC(=O)N5)cc3)ccc2N1,-2%
O=C(OCC#CCSc1nnc(-c2ccccc2F)o1)c1ccc(F)cc1,0%
COc1ccc(-c2nc3ccccc3c(=O)n2Cc2ccccc2)cc1CNc1ccc(NC(C)=O)cc1,16%
O=c1c2ccccc2nc2sc(Nc3cccc(Br)c3)nn12,0%
C=CCNc1nnc(-c2cccc3ccccc23)o1,3%
COc1ccc(C(=O)N(Cc2ccccc2)Cc2ccccc2)c(O)c1,-2%
COc1ccc(C2c3c(ncn(CCc4ccccc4)c3=N)Oc3ccc4ccccc4c32)cc1OC (stereo not given),3%
COc1ccc(C(=O)N(Cc2ccccc2)Cc2ccco2)c(O)c1,?
Cc1ccsc1CNc1ncnc2ccc(-c3ccc4c(c3)OCO4)cc12,25%
Cc1c(P(=S)(c2ccccc2)c2ccccc2)[n+]2ccccc2n1Cc1ccccc1,1%
Cc1c(P(=S)(c2ccccc2)c2ccccc2)c2ccccc2n1Cc1ccccc1,0%
CC(=O)NC(c1cccs1)c1cc(Cl)c2cccnc2c1O (stereo not given),0%
